Coupling enz: qHTS Assay for Inhibitors of Fructose-1,6-bisphosphate Aldolase from Giardia Lamblia: Coupling assay counterscreen; coupling enzyme system counterscreen, AmpLite Red fluorescence; activity change, negative = inhibition, % at 58.2 µM, hits read low; 290,000 tested, 0.67% active; AID 2472, 2010; in the data active = activity change below about -30%
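Fluorescence at 525 nm excitation and 598 nm emission measured inhibition of the coupled detection system without aldolase. Compounds (at 57.5 uM final) were preincubated 10 min at room temperature with coupling enzyme reagent before a 20 min substrate/AmpLite Red step.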
KCNH2 3.1 block: qHTS for Inhibitors of KCHN2 3.1: Mutant qHTS; Potassium voltage-gated channel subfamily H member 2, brain isoform KCNH2 3.1 (human); U2OS KCNH2 3.1, thallium flux FluxOr; active compounds read low; activity change, % (tested at about 1.8 µM); 340,000 tested, 0.95% active;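 active = maximum activity change below -70%; inconclusive = maximum activity change from -70% to -50%; inactive = maximum activity change above -50%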;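 also: thallium influx rate constant from kinetic fluorescence after stimulation buffer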
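Thallium flux read-out: FluxOr dye with Red40 quencher in HBSS/HEPES, 45 min at RT. Rate constants from kinetic reads were normalized to positive and negative DMSO controls. Cells: U2OS virally expressing the 3.1 isoform.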
B2AR arrestin: qHTS assay of beta-arrestin-biased ligands of beta2-adrenergic receptor; beta-arrestin recruitment to beta2AR, cell-based reporter; Potency, µM (series often up to 46.1 µM), inactives show at the top dose activation, usual class: activators; Beta-2 adrenergic receptor (Homo sapiens), P07550; 330,000 tested, 0.02% active; AID 492947, 2010;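 also: potency is read from the fitted curve at half-maximal effect; 0% = DMSO controls and full agonism = EC100 isoproterenol or metaproterenol; nearly all actives have a fitted effect of over 65% in size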
hERG WT inh: qHTS for Inhibitors of KCHN2 3.1: Wildtype qHTS; U2OS, BacMam KCNH2, thallium flux FluxOr; active compounds read low; 340,000 tested, 0.37% active; activity change, % at 1.84 µM; Voltage-gated inwardly rectifying potassium channel KCNH2 (Homo sapiens), Q12809;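 active = maximum activity change below -70%; inconclusive = maximum activity change between -70% and -50%; inactive = maximum activity change above -50%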
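U2OS cells were transduced with wild-type KCNH2 virus (2.03 x 10^8 / mL) for 4 h at room temperature, then cultured overnight at 37 C. Thallium flux was read with FluxOr dye. Rate constants were normalized to DMSO controls.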
Chronic BCR inh: qHTS Assay to Find Inhibitors of Chronic Active B-Cell Receptor Signaling; ABC-DLBCL IkBa-CBG/CBR reporter, luminescence ratio, 4 h; Potency, µM (top dose mostly 46.1 µM), without a hit: top-dose ratio change, negative = lower green/red ratio, hits mostly inhibitors; 340,000 tested, 0.05% active; active = well fitted inhibition curve with a large enough effect in the signal ratio, with a control signal flat, not every such curve was filed as active; inconclusive = small, poorly fitted or top-dose-only effect, or effect the other way, or a change in a side signal; the % refers to the signal ratio;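 also: potency is read from the fitted curve at half-maximal effect; plate controls were basal doxycycline-induced cells for no effect and cells given 10 µM MG132 for full effect; MG132 reads +100%, hits lower the ratio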
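Doxycycline induced both beetle luciferases in TMD8 lymphoma cells; IKK-driven degradation limits the IkappaBalpha-fused green signal, while red luminescence normalises for cell number and nonspecific effects. Compounds tested up to 46 uM, 4 hrs.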
Giardia kill: Small Molecules that selectively kill Giardia lamblia: qHTS. Giardia lamblia trophozoite viability. activity change, % at 7.66 µM, hits read low. 340,000 tested, 0.15% active; in the data active = activity change below about -80%; inconclusive = between about -30% and that limit;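 also: parasites exposed to compound for two days anaerobically before the ATP read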
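ATP-content bioluminescence gauges trophozoite survival. Cells (100/well) receive compound and incubate anaerobically for 48 hrs at 37 deg C; detection reagent follows for 15-30 min at room temperature.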
Eya2 inh: qHTS Assay for Inhibitors of the Phosphatase Activity of Eya2; recombinant Eya2, OMFP fluorescence dephosphorylation (OMFP is methylfluorescein phosphate); 330,000 tested, 0.006% active; Protein phosphatase EYA2 (Homo sapiens), O00167; Potency, µM (top dose mostly 76.9 µM), without a hit: top-dose activity, negative = inhibition, most hits filed as inhibitors; AID 488837, 2010; also: potency is read from the fitted curve at half-maximal effect
Target sequence (O00167 whole entry, looked up): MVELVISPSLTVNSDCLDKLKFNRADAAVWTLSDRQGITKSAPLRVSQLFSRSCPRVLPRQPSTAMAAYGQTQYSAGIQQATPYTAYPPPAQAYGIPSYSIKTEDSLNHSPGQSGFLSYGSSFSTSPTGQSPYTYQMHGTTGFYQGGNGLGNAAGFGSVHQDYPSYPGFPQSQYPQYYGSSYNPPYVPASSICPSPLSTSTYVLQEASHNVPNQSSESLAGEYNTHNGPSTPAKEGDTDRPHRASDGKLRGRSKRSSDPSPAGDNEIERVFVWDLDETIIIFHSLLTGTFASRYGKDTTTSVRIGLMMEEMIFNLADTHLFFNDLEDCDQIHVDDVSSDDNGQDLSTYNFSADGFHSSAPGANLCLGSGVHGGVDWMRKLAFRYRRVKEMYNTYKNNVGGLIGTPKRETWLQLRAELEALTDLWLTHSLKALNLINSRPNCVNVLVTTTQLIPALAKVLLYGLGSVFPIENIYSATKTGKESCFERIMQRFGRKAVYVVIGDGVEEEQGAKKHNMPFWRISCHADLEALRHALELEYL
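Eya2 (0.2 uM) preincubated 10 min at ambient with compound, then OMFP substrate added at 50 uM; 10 min reaction in 50 mM HEPES pH 7.5, 50 mM NaCl, 5 uM MgCl2, 0.05% BSA, 1 mM DTT. Fluorescence read at Ex 485/Em 525 nm.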
uPA generation: qHTS for Inhibitors of Cell Surface uPA Generation. Potency, µM (titrated, usually from 38.3 µM), inactives show at the highest dose activity change, negative = inhibition, actives largely listed as inhibitors. cell surface uPA generation assay, qHTS. AID 540303, 2011. 330,000 tested, 0.31% active; active = well fitted inhibition curve with a large enough effect; inconclusive = small, poorly fitted or top-dose-only effect; inactive = no such curve, though single readings can be large or run the other way; tested in mouse RAW 264.7 cells; also: potency is read from the fitted curve at half-maximal effect; nearly all actives have a fitted effect of over 55% in size
GALK inhibitor: qHTS Assay for Inhibitors of Human Galactokinase (GALK) | P51570 | 270,000 tested, 0.007% active | Purified GALK, Kinase-Glo residual ATP luminescence | Potency, µM (titrated, usually from 57.5 µM), for the others: at the highest dose activity change, negative = inhibition, hits mostly inhibitors | AID 1868, 2009; also: potency is read from the fitted curve at half-maximal effect
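Compounds were pin-transferred into ATP buffer (35 uM final), then GALK plus galactose (5 nM, 100 uM final) was added. After 1 h at room temperature, Kinase-Glo Plus was added and luminescence read after 10 min.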
USP2a inh: qHTS Assay for Inhibitors of Ubiquitin-specific Protease USP2a Using CHOP2 as the Reporter. USP2 core, Ub-CHOP2 coupled fluorogenic reporter, 485/531. Potency, µM (highest dose often 38.3 µM), for inactives: at the top dose activity change, negative = inhibition, hits mostly inhibitors. 330,000 tested, 0.01% active. AID 463254, 2010;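 also: potency is read from the fitted curve at half-maximal effect; plate controls were DMSO wells for no effect and full inhibition by NEM control for full effect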
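Deubiquitinase activity read as fluorescence (485/531 nm) after Ub-CHOP2 cleavage activates the enterokinase reporter on its substrate; USP2 core 10nM, Ub-CHOP2 and substrate 25nM each, 30min compound preincubation then 60min RT; data normalized to NEM, curves fitted.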
PKM2 act: qHTS Assay for Activators of Human Muscle isoform 2 Pyruvate Kinase. purified PKM2, Kinase-Glo ATP luminescence, activation; response scale: 0% is enzyme alone, no compound. Potency, µM (titrated, usually from 57.5 µM), for inactives: at the top dose activation, most hits filed as activators. 260,000 tested, 0.34% active. AID 1631, 2009; also: potency is read from the fitted curve at half-maximal effect; nearly all actives have a fitted effect of over 55% in size
Target sequence (P14618 whole entry, looked up, canonical isoform): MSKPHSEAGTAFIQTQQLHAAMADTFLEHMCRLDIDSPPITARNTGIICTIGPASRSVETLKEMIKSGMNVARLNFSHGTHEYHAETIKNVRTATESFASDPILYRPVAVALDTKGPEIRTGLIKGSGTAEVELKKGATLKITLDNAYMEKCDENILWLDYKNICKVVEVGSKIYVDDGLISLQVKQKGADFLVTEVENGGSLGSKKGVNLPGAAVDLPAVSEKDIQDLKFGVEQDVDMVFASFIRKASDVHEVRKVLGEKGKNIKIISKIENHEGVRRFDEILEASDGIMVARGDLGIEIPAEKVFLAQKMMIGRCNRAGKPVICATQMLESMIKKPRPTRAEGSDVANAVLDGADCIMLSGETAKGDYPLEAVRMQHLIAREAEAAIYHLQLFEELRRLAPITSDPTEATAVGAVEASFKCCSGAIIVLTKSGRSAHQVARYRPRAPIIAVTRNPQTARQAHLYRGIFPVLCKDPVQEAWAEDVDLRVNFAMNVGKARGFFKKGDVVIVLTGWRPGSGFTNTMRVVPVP
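Purified hPK-M2 (>95% pure) converted ADP (0.1 mM final) to ATP with 0.5 mM PEP in 50 mM imidazole pH7.2, KCl, MgCl2, Tween 20, BSA; 1 h at room temperature. ATP detected by Kinase-Glo luminescence.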
* marks the source's active call; other numbers are inactive results; ? = inconclusive; nt = no result given; [ ] = dose if it differs, or a comment. Unless noted, calls follow the shape of the dose curve; as a rule, active = well fitted curve in the direction sought with a large enough effect; inconclusive = small, poorly fitted or top-dose-only effect, or another doubt; inactive = no such curve, though single readings can be large; an effect the other way counts as inactive or inconclusive. Unless noted, % is scaled to controls: 0 for no effect and ±100 for the full control effect.

SMILES	Coupling enz	KCNH2 3.1 block	B2AR arrestin	hERG WT inh	Chronic BCR inh	Giardia kill	Eya2 inh	uPA generation	GALK inhibitor	USP2a inh	PKM2 act
N/C(=N\O)c1ccc(Cl)cc1Cl	2	17	0.2%	2	-11%	1	8%	12%	1%	-1%	-4%
Cc1ccccc1N1C(=O)N(c2cccc(C(F)(F)F)c2)C2CS(=O)(=O)CC21 (configuration not stated)	1	5	3.4%	3	1%	2	-2%	1%	8%	2%	-3%
COc1ccccc1S(=O)(=O)Nc1cc(C)nn1-c1ccc(C)cc1	-16	17	-0.8%	13	4%	16	29%	1%	-1%	-4%	nt
Nc1cccc(-c2nc3ncccc3o2)c1	2	-7	3.3%	-6	13%	4	-5%	3%	8%	1%	-9%[11.5 µM]
Nc1[nH]c(=S)[nH]c(=O)c1-c1ccccc1	2	7	0.5%	-183*	1%	-6	14%	0%	0%	-1%	-6%
COc1cccc(-c2nnc(NC(=O)c3ccc(S(=O)(=O)N4CCOCC4)cc3)o2)c1	5	-13	0.1%	-19	?	-29	9%	-5%	-1%	-7%	-5%
CC(C)c1ccc(OCC(=O)Nc2ccccc2C(=O)N2CCOCC2)cc1	nt	nt	-0.1%	0	0%	-1	-8%	0%	-1%	-1%	1%
O=C(N/N=C\c1ccc(F)cc1)c1cc(OCC(F)(F)F)ccc1OCC(F)(F)F	-2	-24	-0.1%	10	-4%	2	-4%	nt	0%	4%	0%
CCC(NC(=O)c1ccccc1Br)c1ccccc1 (configuration not stated)	2	0	0.5%	-3	8%	-1	9%	3%	-2%	11%	-2%
COC(=O)C1OC(OC2CC[C@]3(C)C(CC[C@@]4(C)[C@@H]3CC=C3[C@@H]5CC(C)(C)CC[C@]5(C(=O)OC5OC(CO)C(O)C(O)C5O)CC[C@]34C)C2(C)C)C(O)C(O)C1O[C@H]1OCC(O)C(O)C1O (some centres not stated)	nt	-3	-0.1%	-17	?	37[activator]	nt	0%	nt	-8%	nt
CCOc1ccc(N(CC(=O)NC(C)(C)C)S(=O)(=O)c2c(C)noc2C)cc1	-2	10	-1.7%	-7	5%	8	-7%	-13%	2%	-5%	-7%
O=C(CCSc1ccccc1)NCCN1CCOCC1	0	20	0.4%	1	-1%	0	-5%	7%	0%	0%	-3%
Cc1ccc(S(=O)(=O)N2CCC(C(=O)OCC(=O)NCc3cccc(Cl)c3)CC2)cc1C	nt	-19	0.0%	7	1%	28	-7%	3%	nt	7%	nt
Cn1c(=O)cc(Nc2ccccc2)[nH]c1=O	-5	-1	0.4%	-3	3%	-3	0%	0%	-10%	4%	4%
Cc1ccc(NC(=O)c2cc(N3C(=O)C=CC3=O)ccc2N2CCOCC2)cc1Cl	-3	4	-2.2%	10	?	-1	-1%	-6%	0%	1%	2%
COc1ccc(OC)c(Cc2nnc(CCC(=O)NC3CCCCC3)o2)c1	-1	-2	0.3%	-7	0%	-16	-1%	19%	-1%	5%	-11%
COc1ccc(NS(=O)(=O)c2ccc(N3CCN(CCO)CC3)c([N+](=O)[O-])c2)cc1	nt	nt	-0.1%	2	-9%	-2	0%	-5%	0%	0%	-2%
CC(Sc1nc(-c2ccc(F)cc2)cs1)C(=O)N1c2ccccc2CC1C (configuration not stated)	0	-19	-0.4%	1	9%	25	4%	0%	0%	2%	6%
CC(=O)c1ccc(NC(=S)NC2CCCC(C)C2C)cc1 (configuration not stated)	0	7	-0.1%	-4	-4%	-15	-16%	-1%	1%	-4%	?
COc1cccc(-c2cc(C(=O)NCc3ccco3)no2)c1	0	11	-0.5%	-2	?	-5	6%	nt	0%	-5%	2%
O=C(CO)N/N=C/c1c2ccccc2cc2ccccc12	0	-8	0.2%	-1	7%	22	-20%	-9%	3%	1%	-1%
Cc1nc(Cl)c(C(=O)NC(=O)NCc2ccccc2)c(C)c1Cl	-1	-3	-0.2%	1	2%	6	-5%	-7%	-2%	1%	5%
COc1cccc(NC(=O)CSc2nc3c(sc4ccccc43)c(=O)n2CCCN2CCCC2)c1	2	-19	0.1%	-12	?	25	14%	0%	-3%	2%	nt
CC1=C(OC(=O)c2ccccc2)C(C)(C)C(c2ccccc2)OC1=O (configuration not stated)	4	-38	-0.2%	8	15%	-17	-15%	3%	1%	4%	1%
CCn1c(=O)c(C(=O)NCc2ccccn2)c(O)c2ccccc21	-3	4	-1.0%	-2	?	-3	23%	-19%	6%	4%	?
CN(c1ccccc1)S(=O)(=O)c1ccc(C(=O)N2CCCC2)cc1	nt	-6	-0.3%	-18	0%	0	3%	2%	nt	2%	nt
CCOc1ccc(CC(=O)Nc2c(C(N)=O)oc3ccccc23)cc1OCC	2	-36	-1.0%	-6	?	10	2%	-1%	0%	-1%	4%
CC(=O)c1sc2nc(CSc3nncn3C)[nH]c(=O)c2c1C	0	14	0.1%	-4	7%	-3	2%	-10%	0%	0%	5%
CC1(C)CC(=O)C2=C(C1)Nc1ccccc1N(C(=O)C1CC1)C2c1ccco1 (configuration not stated)	-2	-5	-0.7%	-5	-1%	-1	5%	9%	3%	1%	8%
Cc1cc(C)c(NC(=O)CSc2nc3ccc(N4C(=O)c5ccccc5C4=O)cc3s2)c(C)c1	4	-1	0.1%	-9	?	-10	7%	5%	8%	-1%	-17%
Cc1ccc(OC(=O)c2cccc(C(=O)Oc3ccc(C)cn3)n2)nc1	4	nt	-0.5%	nt	-14%	nt	-1%	nt	0%	2%	-1%
CCOC(=O)C1(CCCc2ccccc2)CCN(C(=O)CCCn2cncn2)CC1	0	-8	-0.3%	25	-24%	2	-2%	0%	-1%	5%	-1%
O=C(Nc1ccc(F)cc1)N1CCN2C(=O)c3ccccc3C12c1ccccc1 (configuration not stated)	-1	-13	4.9%	34	?	-5	0%	4%	5%	3%	12%
COc1ccccc1C(C)NC(=O)CCNC(=O)c1ccc(Cl)cc1 (configuration not stated)	nt	8	-0.4%	-2	1%	-3	0%	5%	nt	-3%	nt
CCOCCn1cnc2sc(C(=O)Nc3nc(C)c(C(=O)OCC)s3)c(C)c2c1=O	0	nt	-0.4%	nt	-11%	nt	21%	nt	3%	2%	2%
Cc1nnc(C)n1/N=C/c1ccccn1	-2	0	-0.1%	3	3%	-3	11%	-3%	4%	-1%	-2%
COc1ccc2[nH]c(=O)c(CN(Cc3cccs3)S(=O)(=O)c3c(C)ccc4nsnc34)cc2c1	0	-49	-0.1%	9	-1%	1	5%	8%	-2%	6%	0%
COc1ccc(-n2c(COc3ccccc3)nnc2SCc2ccc(C#N)cc2)cc1	3	-12	-0.1%	-2	?	-5	-15%	2%	-1%	2%	5%
O=S(=O)(c1cccs1)N1CN(CC2CCCO2)c2nc3ccccc3nc21 (configuration not stated)	2	-2	-0.9%	2	9%	2	5%	-2%	1%	1%	3%
CCN(Cc1ccccc1)C(=O)c1ccc(NC(=O)c2ccc(OC)cc2)cc1	2	0	-1.1%	7	2%	22	4%	-5%	0%	1%	-1%
O=C(Nc1cccc(C(F)(F)F)c1)c1cccnc1N1CCCC1	0	2	-0.2%	0	-4%	-29	-35%	10%	2%	3%	1%
COc1cc(C(=O)N2CCC(n3c(C)nc4cc(F)ccc43)CC2)cc(OC)c1OC	-1	5	3.0%	-2	1%	-16	-4%	3%	0%	-1%	-14%
COc1cc2c(cc1OC)CN(C(=O)CSc1nnc3scc(-c4ccccc4)n13)CC2	-6	2	-0.5%	-4	-5%	1	4%	24%	nt	0%	2%
CC(C)COc1ccc(-c2nn(-c3ccccc3)cc2C(=O)Nc2nccs2)cc1	-7	-14	0.0%	19	?	-4	7%	3%	0%	1%	-1%
Cc1c(NC(=O)c2ccc([N+](=O)[O-])o2)cccc1-c1nc2ncccc2o1	-2	0	2.6%	-8	?	-92*	0%	-4%	5%	1%	nt
CCOc1ccc(-n2nnnc2SCC(=O)Nc2cccc(O)c2)cc1	0	-20	0.0%	4	?	-2	8%	?	-1%	-1%	2%[11.5 µM]

Bioassay records deposited in PubChem by National Center for Advancing Translational Sciences (NCATS).
